FBW7 act: FBW7 E3 ligase activators, primary screen, biochemical, AlphaScreen, human; F-box/WD repeat-containing protein 7 (Homo sapiens), Q969H0; AlphaScreen FBW7–phospho-cyclin E peptide binding, activator screen; normalized activity (activation), % at 26.1 µM; hit rate 0.13% among 650,000; AID 1259310, 2017; in the data active = normalized activity above about 1.9%;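 also: purified mutant Fbw7 with reduced substrate affinity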
Target sequence (Q969H0 whole entry, looked up): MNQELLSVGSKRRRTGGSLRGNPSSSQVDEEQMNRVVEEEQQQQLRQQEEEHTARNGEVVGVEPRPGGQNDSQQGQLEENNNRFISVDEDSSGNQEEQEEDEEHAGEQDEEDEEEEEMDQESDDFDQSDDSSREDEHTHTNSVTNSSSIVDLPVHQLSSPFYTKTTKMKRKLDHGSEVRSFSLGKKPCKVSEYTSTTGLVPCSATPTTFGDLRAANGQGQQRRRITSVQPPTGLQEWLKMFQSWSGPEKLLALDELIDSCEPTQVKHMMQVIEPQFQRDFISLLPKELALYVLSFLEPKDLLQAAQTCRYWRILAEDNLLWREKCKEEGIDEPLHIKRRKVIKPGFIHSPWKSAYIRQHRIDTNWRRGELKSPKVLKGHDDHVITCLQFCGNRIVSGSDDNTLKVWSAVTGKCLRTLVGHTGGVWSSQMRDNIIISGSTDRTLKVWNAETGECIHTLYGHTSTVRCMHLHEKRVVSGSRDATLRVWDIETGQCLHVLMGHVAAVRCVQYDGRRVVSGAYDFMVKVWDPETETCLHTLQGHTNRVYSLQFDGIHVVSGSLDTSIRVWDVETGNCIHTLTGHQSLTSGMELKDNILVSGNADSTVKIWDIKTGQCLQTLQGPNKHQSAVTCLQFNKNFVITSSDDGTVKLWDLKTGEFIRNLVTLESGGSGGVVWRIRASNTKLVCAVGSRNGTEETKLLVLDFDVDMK
GPR151 ag: activators of human GPR151, primary screen, cell-based, PathHunter beta-arrestin, luminescence; PathHunter beta-arrestin GPR151 cells; AID 1508602, 2020; activation, % at 11.2 µM; hit rate 1% among 650,000; G-protein coupled receptor 151 (Homo sapiens), Q8TDV0; in the data active = activation above about 4.9%;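 also: 0% = median of compound wells and 100% = cells with positive control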
TEAD-YAP block: TEAD-YAP interaction inhibition, primary screen, TEAD-YAP interaction inhibitor project, luminescence, HEK-TIYL cells; TEAD-Gal4/YAP UAS-luciferase luminescence; hit rate 1.4% among 640,000; inhibition, % at 9.12 µM; in the data active = inhibition above about 32%;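 also: 0% = median of test compound wells and 100% = reference inhibitor wells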
MITF primary: MITF inhibitors, primary screen, biochemical, AlphaScreen, human; AlphaScreen MITF homodimerization, bead proximity signal; inhibition, % at 2.6 µM; hit rate 0.91% among 650,000; AID 1259374, 2018; in the data active = inhibition above about 50%;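 also: 0% = vehicle wells with protein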
An asterisk follows results filed as active; & = joins results of further samples. Random draw from the library, and some 3.5% of all compounds hit somewhere here.

Every second line gives: FBW7 act, GPR151 ag, TEAD-YAP block, MITF primary
CN(CC1CCOCC1)C(=O)CC1C(=O)NCCN1Cc1ccc2ccccc2c1 (stereo not given)
    0.1, -0.3, 7, 3
COc1ccccc1NC(=O)c1cc2c(=O)n(C)c3ccccc3c2n1C
    0.0, 0.4, 4, 2
NC(=O)c1ccccc1N/C=C/C(=O)c1ccc(Cl)cc1
    0.1, -2.1, 13, -2
CN(C(=O)CSc1cccc[n+]1[O-])C1CCCCC1
    0.0, 1.6, 9, -3
O=C(/C=C/c1ccc(-c2ccccc2)cc1)NCCOc1ccc(F)cc1
    0.0, 0.2, 22, -6
CSCC[C@H](NC(=O)CC(C)(C)C)c1nc2ccccc2[nH]1
    -0.1, -1.7, -4, -12
Cc1ccc2nc(-c3ccc(NC(=O)CSc4nnc(-c5ccccc5)n4C4CCCCC4)cc3)sc2c1
    -0.1, -0.6, -9, 4
O=C(Nc1ccc(N2CCOCC2)cc1)c1ccnc(N2CCc3ccccc3C2)c1
    1.0, -1.0, -15, -3
CCCCCNC(=O)c1ccc(Cn2c(SCC(=O)NCc3ccco3)nc3ccccc3c2=O)cc1
    0.0, 0.1, -5, 7
O=C(Cc1c(F)cccc1Cl)Nc1cc(C(=O)N2CCN(c3ccccc3)CC2)ccc1N1CC2CC(C1)c1cccc(=O)n1C2 (stereo not given)
    -0.1, 2.3, -23, 12
CCN(CC)c1ccc2cc(C(N)=O)c(=N)oc2c1
    0.0, 0.1, -32, 4
C=CCNC(=O)/C(C#N)=C/c1c(F)cccc1F
    -0.2, 1.0, 0, -9
CCSC1=C(C#N)C(c2ccc(O)cc2)CC(=O)N1 (stereo not given)
    0.0, 6.2*, -4, -1
C/C(=N\Nc1ccccn1)c1ccc(OCCOc2ccc(C#N)cc2)cc1
    -0.7, 1.5, -18, 18
Cc1sc2c(c1C)CN(CCN1CCOCC1)CN2C(=O)c1ccco1
    -0.1, 1.6, 4, 8

A draw from above in order of SMILES length, highest first.
Every second line gives: FBW7 act, GPR151 ag, TEAD-YAP block, MITF primary
CCCCCNC(=O)c1ccc(Cn2c(SCC(=O)NCc3ccco3)nc3ccccc3c2=O)cc1
    0.0, 0.1, -5, 7
Cc1sc2c(c1C)CN(CCN1CCOCC1)CN2C(=O)c1ccco1
    -0.1, 1.6, 4, 8
CCSC1=C(C#N)C(c2ccc(O)cc2)CC(=O)N1 (stereo not given)
    0.0, 6.2*, -4, -1

The results go on.
Every second line gives: FBW7 act, GPR151 ag, TEAD-YAP block, MITF primary
Cc1cccc(Nc2cc(N3CCOCC3)c(N)c3c2C(=O)c2ccccc2C3=O)c1
    -0.2, -0.4, 0, 16
O=C(CO/N=C/c1ccccc1)N=Nc1c(O)[nH]c2ccccc12
    -0.1, 0.0, 6, -1
O=C(NCCCS(=O)(=O)N1CCN(c2ncccn2)CC1)c1cccc(F)c1
    0.3, 0.1, 1, 14
O=C(c1cccc2ccccc12)n1c(=O)oc2cc([N+](=O)[O-])ccc21
    -0.1, -1.2, 10, -4
O=C(NC1CCCC1)C(c1ccncc1)N(C(=O)c1ccco1)c1ccc2c(c1)OCCO2 (stereo not given)
    -0.1, -0.5, -8, 4
CNC(=O)c1ccc(N(Cc2ccccc2Cl)S(C)(=O)=O)cc1
    -0.1, -1.8, -8, -3
CCOC(=O)COc1c(Cl)cc(/C=C2\C(=O)Nc3ccccc32)cc1OCC
    -0.2, 0.4, -2, 7
CC1=CC(C)(C)N(C(=O)Nc2cccc(Cl)c2)c2cc(C)ccc21
    0.3, -1.1, -10, 6
CCc1ccc(C(=O)NC(Cc2ccccc2)C(=O)O)cc1 (stereo not given)
    0.0, 0.1, -9, -7
Cc1ccc(-n2ncc3c(=O)n(CC(=O)N4CCc5ccccc54)cnc32)cc1
    0.1, -0.3, 7, 6
Cc1cc2ncn(C3CC(=O)N(c4cccc(Cl)c4)C3=O)c2cc1C (stereo not given)
    -0.1, 0.5, -6, -1
CC1CCN(C2=NC(=O)/C(=C/c3cccs3)S2)CC1
    -0.2, 0.6, 25, 3
CC1=C(C(=O)Nc2cccc(C)n2)C(c2ccc(Br)cc2)C2=C(CCCC2=O)N1 (stereo not given)
    0.0, 1.9, 16, -1
CCOC(=O)C1=C(c2ccccc2)N=C2SCC(=O)N2C1c1ccccc1 (stereo not given)
    -0.2, 0.2, -1, -15
Cc1ccc(S(=O)(=O)N2C(=O)CCC2c2nc(-c3cccnc3)no2)cc1 (stereo not given)
    0.3, -1.7, -1, 21
COC(Cn1c(-c2cccc(S(=O)(=O)N3CCOCC3)c2)n[nH]c1=S)OC
    0.5, 0.2, 2, 17
CN=c1scc(C)n1/N=C/c1ccc(O)c(O)c1O
    -0.5, -0.3, 18, 13
O=C(Nc1nc(-c2cc([N+](=O)[O-])cs2)cs1)c1coc2ccccc2c1=O
    0.0, 0.0, -5, -8
CC/C(=N\NC(=O)Cc1cccs1)c1ccc(O)cc1
    0.1, -0.4, -21, 1
CCC1=NN2C(=N)/C(=C/c3ccc(OCCOc4ccc(C)cc4C)c(OC)c3)C(=O)N=C2S1
    -0.1, 0.7, 8, 1
Cn1cc(/C=N/Nc2ccccc2)c2ccccc21
    -0.3, -0.8, 3, -6
CCc1ccc(CC(=O)N(Cc2cccnc2)c2nc3ccccc3s2)cc1
    -0.2, 2.6, -10, -6
COC(=O)CSc1nc2ccc(C(C)C)cc2cc1C#N
    0.2, 0.8, -48, 1
COCCNc1c(-c2ccc(N3CCCC3)cc2C)nc2cnccn12
    -0.1, -0.8, 4, -2
O=C1CCCCC1C1(O)C(=O)Nc2ccc(Br)cc21 (stereo not given)
    1.1, -1.5, 1, 15
O=C(Nc1ccc(I)cc1F)NC1CCCCC1
    -0.1, -0.6, -2, 11
CCOC(=O)c1c(NC(=O)COc2ccc(Br)c(C)c2)sc(C(C)=O)c1C
    0.2, 0.1, 9, -3
CCC(=O)N1CCN(c2ccc(Cl)cc2NC(=O)c2ccc([N+](=O)[O-])o2)CC1
    -0.1, 0.7, 1, 0
O=C1c2ccccc2S(=O)(=O)NN1CN1C(=O)c2ccccc2C1=O
    -0.1, -0.4, -7, -10
CSc1ccc(CNCc2c(C(=O)O)n(Cc3ccc(F)cc3)c3ccccc23)cc1
    0.0, 1.1, 15, 9
O=C(NC1CCCC1)C(c1ccccn1)N(C(=O)c1csnn1)c1ccc(F)cc1 (stereo not given)
    0.5, -1.5, 2, 23
O=[N+]([O-])c1ccc(/C=N\N2CCN(Cc3ccccc3Cl)CC2)cc1
    -0.4, -0.1, -1, -3
O=C(NC(=S)N1CCCCCC1)c1ccccc1Cl
    0.7, -0.8, 2, 1
CCOC(=O)NNS(=O)(=O)c1ccc(Br)cc1
    -0.2, 2.0, -2, -4
Fc1ccc(CNc2ncnc3c2c(-c2ccccc2)cn3-c2cccc(C(F)(F)F)c2)cc1
    0.3, 2.0, -1, 5
Cc1cc2nn(-c3ccccc3)nc2cc1NC(=O)COc1ccc(Cl)cc1
    -0.1, 0.2, -13, -7
C/C(=N/NC(=O)c1cc(Br)ccc1O)c1ccc2c(c1)OCCO2
    -0.1, -0.8, -10, 0
CCCC(=O)N1c2ccccc2-c2nnc(SC)nc2OC1c1c(C)nn(-c2ccccc2)c1Cl (stereo not given)
    0.4, 0.1, 1, 15
COc1ccc(-c2n[nH]c(=S)n2Cc2ccccc2)cc1
    0.1, -0.9, 6, 4
O=c1cc(CN2CCN(c3ccc(F)cc3)CC2)occ1OCc1ccc([N+](=O)[O-])cc1
    0.0, -1.7, -1, 4
COCCNC(=O)CN1CCN(Cc2cccc(C)c2)C1=O
    -0.1, -0.9, -2, 3
Cc1nc2sccn2c1C(=O)NCC1COC(C)(C)O1 (stereo not given)
    0.3, 1.0, 10, 6
Cc1ccc(N2CC(C(=O)N3CCC(c4nc5ccccc5[nH]4)CC3)CC2=O)cc1 (stereo not given)
    0.3, -1.8, 5, 10
COC(=O)C(C)Sc1nc2c(c(=O)n1-c1ccc(Br)cc1)SCC2 (stereo not given)
    0.3, 0.4, -3, 10
COc1ccccc1-n1cnnc1SCC(=O)N1CCc2ccccc21
    0.0, -1.0, -5, 3
O=C(CCCn1c(=S)[nH]c2cc3c(cc2c1=O)OCO3)N1CCN(c2cccc(C(F)(F)F)c2)CC1
    0.0, 0.8, -11, -3
CCOc1ccc(C2CC(=O)N3CN(Cc4ccco4)CSC3=C2C#N)cc1OC (stereo not given)
    -0.7, -0.1, -3, -13
O=S(=O)(c1ccc(Cl)c2ccccc12)N1CCN(c2ccc(F)cc2)CC1
    0.0, 1.6, 3, 5
O=C(Nc1cccc2ccccc12)NC1CCCC1
    0.0, 0.8, -3, 4
O=C(CNc1n[nH]c(=O)[nH]c1=O)N/N=C/c1ccccc1F
    -0.1, 1.3, 8, -11
O=C1N(Cc2ccccc2)CCN1c1ccc2c(c1)OCO2
    0.1, -0.7, -50, 10
CCn1c(CC(=O)Nc2ccc(C)c(C)c2)nnc1SCC(=O)Nc1ccccc1F
    0.0, -0.9, 3, 14
O=C(NCc1ccco1)c1ccccc1NS(=O)(=O)c1ccc2ccccc2c1
    0.2, 1.4, 5, 2
CCc1ccc(NC(=O)Cn2cc3c(n2)CCCC3)cc1
    0.0, -1.3, -9, -8
CCN(c1ccc(NC(=O)COC(=O)c2cc(Cl)c(N)cc2OC)cc1)C(C)C
    0.1, 1.2, 12, 23
N#CCC(=O)N/N=C/c1ccc(O)cc1O
    -1.2, 0.3, -4, 38
CC(NC(=O)CSc1ccc(C(F)(F)F)cn1)c1ccccc1 (stereo not given)
    0.0, 1.0, -7, -1
COc1ccc(C(=O)OCC(=O)c2ccc3c(c2)NC(=O)CO3)cc1[N+](=O)[O-]
    0.1, 0.7, 10, 6
O=[N+]([O-])c1c(Nc2ccc(O)cc2)cc(Cl)c2nonc12
    0.5, -2.9, -6, 10
COc1ccc(/C=C(\NC(=O)c2ccco2)C(=O)NCCc2c(C)[nH]c3ccccc23)cc1
    -0.1, -1.0, 9, 5

Some values from the entries so far:
O=C(CO/N=C/c1ccccc1)N=Nc1c(O)[nH]c2ccccc12 – MITF primary: -1
Cc1cc2nn(-c3ccccc3)nc2cc1NC(=O)COc1ccc(Cl)cc1 – MITF primary: -7
CCc1ccc(NC(=O)Cn2cc3c(n2)CCCC3)cc1 – FBW7 act: 0.0
Cc1cc2ncn(C3CC(=O)N(c4cccc(Cl)c4)C3=O)c2cc1C (stereo not given) – TEAD-YAP block: -6

Other structures
Every second line gives: FBW7 act, GPR151 ag, TEAD-YAP block, MITF primary
Cc1[nH]c2ccccc2c1C(=O)C(=O)Nc1ccccc1
    0.0, 1.6, -16, -3
CC(C)(C)NC(=O)C(c1ccco1)N(C(=O)c1csnn1)c1cccc2ccccc12 (stereo not given)
    0.7, 0.3, 8, 8
O=C(CCN1C(=O)c2ccccc2C1=O)Nc1nc(-c2ccccc2)cs1
    0.8, -0.7, -4, 9
Cc1ccc(N2CC(CNC(=O)C3CC3)CC2=O)cc1 (stereo not given)
    0.1, -1.9, -4, -18
CCCOc1ccc(/C=C/C(=O)NCc2ccccc2)cc1
    -0.1, 0.9, 11, -3
O=C(Nc1cc(C(=O)N2CCN(c3ccc(F)cc3)CC2)ccc1N1CC2CC(C1)c1cccc(=O)n1C2)c1ccc(Br)o1 (stereo not given)
    -0.1, -0.9, -2, -7
COC(=O)C1=C(N)N(c2ccccc2F)C2=C(C(=O)CC(C)(C)C2)C1c1ccc(OC)cc1 (stereo not given)
    -0.1, 0.0, -9, -5
N#Cc1ccc(NC(=O)C(=O)NCC2CCCO2)cc1 (stereo not given)
    0.5, 3.1, -3, 3
CSCCC(NS(=O)(=O)c1ccc(F)cc1)C(=O)NNC(=O)c1ccco1 (stereo not given)
    0.2, 0.9, 3, -8
CCc1ccccc1NC(=O)CN(c1cccc(Cl)c1)S(C)(=O)=O
    0.5, 0.0, 6, 15
Cc1ccc(N2C(=O)Cc3c2nc(N)c2c(N)nc(N4CCCCC4)c(C#N)c32)cc1C
    -0.2, -0.2, 18, 1
Cc1cnn(-c2cc(N/N=C/c3ccco3)ncn2)c1
    -0.5, -0.2, -16, 10
CCOC(=O)N1CCC(N2Cc3ccccc3OC(c3ccccc3)C2)CC1 (stereo not given)
    -0.1, 0.6, 3, 11
O=C(O)c1cc([N+](=O)[O-])ccc1NCCCc1ccccc1
    -0.1&1.0, -1.3&0.4, 0, -5&-4

Compound profiles, from the list above. Screens in order: FBW7 act | GPR151 ag | TEAD-YAP block | MITF primary
CCc1ccccc1NC(=O)CN(c1cccc(Cl)c1)S(C)(=O)=O reads 0.5 | 0.0 | 6 | 15
Cc1ccc(N2C(=O)Cc3c2nc(N)c2c(N)nc(N4CCCCC4)c(C#N)c32)cc1C reads -0.2 | -0.2 | 18 | 1

Assay outcomes deposited in PubChem BioAssay by The Scripps Research Institute Molecular Screening Center.
